MrgX1 PAM: positive allosteric modulators of MrgX1, primary screen, HEK293 cells, Fluo-4 calcium flux; FDSS; active compounds read high; B-score at 10 µM; 310,000 compounds, 0.63% hits; AID 588675, 2011;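 active means plate-corrected calcium response at least 3 library SD above typical, normal starting fluorescence, not activating the receptor alone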;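 further: compound read alongside a low EC10 to EC30 dose of BAM8-22 agonist; peak minus trough fluorescence over baseline measured at the second addition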
MrgX1 antagonist: antagonists of human MrgX1 receptor, primary screen, HEK293 cells, Fluo-4 calcium flux | Mas-related G-protein coupled receptor member X1 (Homo sapiens), Q96LB2 | BAM8-22 antagonism; active compounds read low | B-score at 10 µM | 310,000 compounds, 1.3% hits | AID 588676, 2011;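 active means calcium-response B-score plate-corrected more than 3 library SD below zero, starting fluorescence within 5 deviations, no agonist response on first addition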;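 further: peak minus trough fluorescence over baseline after final BAM8-22 challenge near maximal dose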
TRPC6 activator: mouse TRPC6 channel activators, primary screen, cell-based, HEK293, membrane potential dye; HEK293-TRPC6 membrane potential dye fluorescence; active compounds read high; B-score at 10 µM; Short transient receptor potential channel 6 (Mus musculus), Q61143; 310,000 compounds, 0.13% hits;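 active means B-score of the integrated fluorescence ratio above library mean plus 3 SD, and starting fluorescence ratio within library mean plus 5 SD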;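 further: higher score means more depolarization so channel activation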
Target sequence (Q61143 whole entry, looked up): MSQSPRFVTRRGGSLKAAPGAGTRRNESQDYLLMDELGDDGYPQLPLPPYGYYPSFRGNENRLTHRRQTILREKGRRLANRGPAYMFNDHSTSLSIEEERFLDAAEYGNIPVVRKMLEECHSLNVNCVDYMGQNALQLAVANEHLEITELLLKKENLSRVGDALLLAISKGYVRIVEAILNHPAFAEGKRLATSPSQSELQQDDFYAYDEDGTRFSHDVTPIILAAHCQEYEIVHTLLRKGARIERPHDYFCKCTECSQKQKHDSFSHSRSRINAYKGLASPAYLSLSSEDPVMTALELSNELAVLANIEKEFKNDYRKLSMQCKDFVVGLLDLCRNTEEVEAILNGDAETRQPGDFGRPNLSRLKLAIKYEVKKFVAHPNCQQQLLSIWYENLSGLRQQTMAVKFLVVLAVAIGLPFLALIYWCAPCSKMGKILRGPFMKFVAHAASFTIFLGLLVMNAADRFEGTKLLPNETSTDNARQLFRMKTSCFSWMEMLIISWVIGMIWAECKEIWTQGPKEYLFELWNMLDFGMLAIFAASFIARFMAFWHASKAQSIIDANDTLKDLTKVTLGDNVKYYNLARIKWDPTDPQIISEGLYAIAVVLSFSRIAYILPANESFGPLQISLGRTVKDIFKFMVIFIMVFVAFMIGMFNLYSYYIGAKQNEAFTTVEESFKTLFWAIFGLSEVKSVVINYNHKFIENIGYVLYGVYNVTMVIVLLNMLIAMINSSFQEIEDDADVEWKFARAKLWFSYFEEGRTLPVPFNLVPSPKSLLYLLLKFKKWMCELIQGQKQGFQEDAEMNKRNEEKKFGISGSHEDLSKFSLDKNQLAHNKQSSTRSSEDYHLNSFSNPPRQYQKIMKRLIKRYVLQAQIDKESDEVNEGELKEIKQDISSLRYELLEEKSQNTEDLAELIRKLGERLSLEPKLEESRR
TRPC4 agonist: activators of mouse TRPC4 channel, primary screen, Fluo4 calcium, HEK293 TRPC4beta/mu-opioid cells | 310,000 compounds, 0.49% hits | Fluo4 calcium fluorescence; active compounds read high | Short transient receptor potential channel 4 (Mus musculus), Q9QUQ5 | B-score at 10 µM | AID 2237, 2010;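 active means B-score above 5 SD of library B-scores, and initial fluorescence ratio not above library mean plus 5 SD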;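 further: positive B-score marks a calcium rise read as TRPC4 activation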
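Material: TRPC4beta and mu-opioid receptor HEK293 stable cells | Incubation: 45 min room-temperature Fluo4 loading, 110 s read | Detection: Kinetic Fluo4 calcium fluorescence | Measure: Integrated baseline-normalised fluorescence ratio, converted to per-well B score | Benchmarks: Low control buffer alone, high control maximal DAMGO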
ANO1 activ: TMEM16A chloride channel activators or potentiators, primary screen, cell-based, HTS; Anoctamin-1 (Mus musculus), Q8BHY3; HEK293 TMEM16A/YFP-H148Q/I152L, iodide quench fluorescence; active compounds read low; B-score at 10 µM; 340,000 compounds, 0.3% hits; AID 623877, 2012;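 active means fluorescence-ratio B-score plate-corrected deviation score at least 3 library SD below zero, with starting fluorescence score within 5 deviations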;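 further: channel opened by trigger with iodide after compound preincubation; score built on the fluorescence ratio of max minus min over baseline; more negative score means more quench and so TMEM16A activation or potentiation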
TRPC4 block: inhibitors of mouse TRPC4 channel, primary screen, Fluo4 calcium, HEK293 TRPC4beta/mu-opioid cells. Short transient receptor potential channel 4 (Mus musculus), Q9QUQ5. DAMGO-evoked Fluo4 calcium flux; active compounds read low. B-score at 10 µM. 300,000 compounds, 0.39% hits. AID 2247, 2010;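 active means B-score over 3 SD under the library average, no early fluorescence shift, positive overall ratio signal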
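System: stable TRPC4beta/mu-opioid receptor HEK293 cells; Dosing: single-point compound dosing; Measured by: Fluo4 Ca2+ flux fluorescence; Read-out basis: per-well B score of integrated baseline-normalized Fluo4 ratio.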
TRPC4 PAM: positive allosteric modulators of TRPC4, primary screen, cell-based, mouse TRPC4beta, HEK293 mu-opioid, Fluo-4 calcium. B-score at 10 µM. DAMGO EC20, Fluo-4 Ca2+ flux; active compounds read high. 310,000 compounds, 0.42% hits. AID 2227, 2009. Short transient receptor potential channel 4 (Mus musculus), Q9QUQ5;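 active means B-score of calcium response area above 5 SD of library B-scores, with initial fluorescence ratio within 5 SD of library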;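 further: B-score of integrated fluorescence ratio over time as area under calcium response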
SKKanGAS inh: S. pyogenes SKKanGAS growth inhibitors in kanamycin, primary screen, streptokinase expression inhibitor project, SKKanGAS strain, BacTiter-Glo luminescence | 6 h | 300,000 compounds, 1.3% hits | inhibition, % at 7.5 µM;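 active means mean replicate score, as percent of positive control median, at least 50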;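 further: strain carries kanamycin resistance gene driven by streptokinase promoter and grows in 40 µg/ml kanamycin; loss of luminescence reflects streptokinase promoter inhibition or plain growth inhibition; 0% = median of DMSO wells and 100% = positive control at its reference dose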
TRPC6 inhibitor: mouse TRPC6 channel inhibitors, primary screen, cell-based, HEK293, membrane potential dye | Short transient receptor potential channel 6 (Mus musculus), Q61143 | ACh-evoked depolarization; active compounds read low | B-score at 10 µM | 310,000 compounds, 1.1% hits;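 active means B-score under library mean minus 3 SD, initial fluorescence not abnormally high, positive integrated signal ratio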;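 further: B-score derived from integrated fluorescence ratio over the kinetic read; more negative B-score means stronger inhibition of depolarization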
MrgX1 ag: agonists of human MrgX1 receptor, primary screen, HEK293 cells, Fluo-4 calcium flux; Fluo-4 calcium fluorescence, agonist mode; active compounds read high; AID 588627, 2011; 310,000 compounds, 0.44% hits; Mas-related G-protein coupled receptor member X1 (Homo sapiens), Q96LB2; B-score at 10 µM;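 active means calcium response B-score plate-corrected fluorescence ratio at least 3 library SD, with starting fluorescence B-score inside 5 SD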
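Material: HEK293 cells stably expressing human MrgX1 receptor | Quantity: 15,000 cells per well | Times: Cells plated overnight, dye loaded 0.5 h 37 °C, 0.5 h room temperature | Measured by: Kinetic Fluo-4 NW fluorescence of intracellular calcium | Control set: Positive and negative controls per plate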
ANO1 block: TMEM16A chloride channel inhibitors, primary screen, cell-based, HTS | Anoctamin-1 (Mus musculus), Q8BHY3 | HEK293 TMEM16A/YFP iodide influx fluorescence, ionomycin | normalized B-score (activity score, 25-100; higher = stronger inhibition) at 10 µM | 310,000 compounds, 1.2% hits | AID 588511, 2011;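 active means ratio plate-corrected score three or more library SD toward inhibition, starting fluorescence score within five deviations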;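 further: score derived from kinetic fluorescence span divided by baseline fluorescence per well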
The depositor's hits bear a star; i = inactive; / = not tested or not shown.

Structure	MrgX1 PAM	MrgX1 antagonist	TRPC6 activator	TRPC4 agonist	ANO1 activ	TRPC4 block	TRPC4 PAM	SKKanGAS inh	TRPC6 inhibitor	MrgX1 ag	ANO1 block
Cc1ccc(NC(=O)CSCC(=O)Nc2ccccc2N2CCCCC2)cc1	i	i	i	i	i	i	i	13	i	i	i
Cc1nc(Cc2nnc(SCC(=O)N(C)c3ccccc3)o2)cs1	i	i	i	i	i	i	i	0	i	i	i
CCN(CC)CCCN=C(N)N	i	i	i	i	/	i	i	-6	i	i	i
Nc1c(C(=O)c2cccs2)oc2ccccc12	i	i	i	i	i	i	i	-6	i	i	i
O=C(COc1ccccc1)Nc1ccncc1Cl	i	i	i	i	i	i	i	-7	i	i	i
CCOP(=O)(c1ccccc1)C1(C#N)CC1 (stereo not given)	i	i	i	i	i	/	i	4	i	i	i
CN(C)c1ccc(/C=C(\C#N)C(=O)Nc2nc3c(s2)CCN(Cc2ccccc2)C3)cc1	i	i	i	i	i	i	i	9	i	50*	i
Cc1cc(=O)[nH]c(SCc2nc3ccc([N+](=O)[O-])cc3[nH]2)n1	i	i	i	i	i	i	i	-4	i	i	i
Cc1ccc2c(ccn3cc4c(c(=O)n(C)c(=O)n4C)c23)c1	i	i	i	i	i	i	i	4	-7.2*	i	i
COc1ccc(C(=O)N2CCSCC2)cc1OC1CCN(C(C)=O)CC1	i	i	i	i	i	i	i	-1	i	i	i
N/C(=N\OC(=O)c1ccc(Br)cc1)c1ccccc1	i	i	i	i	i	i	i	6	i	i	i
Cc1ccccc1NC(=O)NC1(C(=O)N2CCN(C)CC2)CCCCC1	i	i	i	i	i	i	i	4	i	i	i
O=C(O)/C=C/C(=O)NC1CCCCC1	i	i	i	i	i	i	i	-5	i	i	i
CCOc1ccccc1NC(=O)C1CCCN(S(=O)(=O)c2ccc(OC)c(C)c2)C1 (stereo not given)	i	i	i	i	i	i	i	-11	i	i	i
Cc1ccc(NC(=O)CSc2nnc3ccccn23)cc1	i	i	i	i	i	i	i	1	i	i	i
NC(=O)C1CCN(C(=O)c2ccc(C(F)(F)F)cc2)CC1	i	i	i	i	i	i	i	0	i	i	i
Cc1ccc(C(CNC(=O)c2ccco2)N2CCN(C)CC2)cc1 (stereo not given)	i	i	i	i	i	i	i	-5	i	i	i
CC(=O)C(Sc1nn(C)c(=S)s1)C(=O)Nc1ccccc1 (stereo not given)	i	i	i	i	i	i	i	-10	i	i	i
Oc1ccc(Cl)cc1-c1cc(-c2ccco2)[nH]n1	i	i	i	i	i	i	i	9	i	i	i
COc1ccc2cc3c(nc2c1)OCC3	i	i	i	i	i	i	i	-14	i	i	i
CC(OC(=O)c1cccc(O)c1)C(=O)N(C)Cc1ccccc1 (stereo not given)	i	i	i	i	i	i	i	-3	i	i	i
CN(c1ccccc1)S(=O)(=O)c1cccc(NC(=O)CSc2ncn[nH]2)c1	i	i	i	i	i	i	i	6	i	i	i
O=C(COC(=O)[C@H](Cc1ccccc1)NC(=O)c1ccco1)NC(c1ccccc1)c1ccccc1	i	i	i	i	i	i	i	-1	i	i	i
Cc1ccnc(NCc2ccccc2O)c1	i	i	i	i	i	i	i	3	i	i	i
CC(C)C(=O)Nc1cccc(NC(=O)c2cccc(F)c2)c1	i	i	i	i	i	i	i	-2	i	i	i
COC(=O)Sc1nnc(-c2ccc(Br)cc2)o1	i	i	i	i	/	i	i	25	i	i	i
Brc1cccc(/C=N\n2cnnc2)c1	i	i	i	i	i	i	i	-9	i	i	i
CCC(C)N1CCN(C(=O)c2cc(OC)cc(OC)c2)CC1 (stereo not given)	i	i	i	i	i	i	i	7	i	i	i
NC(=O)Cn1cnc2nc3n(c2c1=O)CCC3	i	i	i	i	i	i	i	0	i	i	i
Cc1ccc(S(=O)(=O)N2CCC(C(=O)NC3CC(C)(C)NC(C)(C)C3)CC2)cc1C	i	i	i	i	i	i	i	-3	i	i	i
Cc1ccc(C)c(N(C(=O)c2ccco2)C(C(=O)NC2CCCC2)c2ccco2)c1 (stereo not given)	i	i	i	i	i	i	i	-7	i	i	i
O=C(c1ccc2c(c1)OCO2)N1CCCN(C(=O)c2ccc3c(c2)OCO3)CC1	i	i	i	i	i	i	i	3	i	i	i
CCOc1ccc(CNC(=O)c2ccco2)cc1	i	i	i	i	i	i	i	-9	i	i	i
Cc1ccc(N2CCN(/N=C/c3ccncc3)CC2)cc1	i	i	i	i	i	i	i	-2	i	i	i
COc1ccccc1NC(=O)CSc1nnc(-c2ccncc2)n1CC1CCCO1 (stereo not given)	i	i	i	i	i	i	i	3	i	i	i
CCOC(=O)C1(CC2CCCCO2)CCN(Cc2cc3ccccc3[nH]2)CC1 (stereo not given)	i	i	i	273*	i	i	i	1	i	113*	i
NNC(=O)Cn1nc(-c2ccccc2)c2ccccc2c1=O	i	i	i	i	i	i	i	10	i	i	i
COc1cccc(N(CC(=O)NCc2ccccc2)C(=O)CCC(=O)Nc2nccs2)c1	i	i	i	i	i	i	i	-1	i	i	i
O=C(CCCCCN1C(=O)c2ccccc2C1=O)Nc1ccccc1	i	i	i	i	i	i	i	1	i	i	i
Cn1cc(Cl)c(-c2n[nH]c(=S)n2-c2ccccc2)n1	i	i	i	i	i	i	i	4	i	i	i
CN(C)CC(=O)Nc1ccc(S(N)(=O)=O)cc1	i	i	i	i	i	i	i	3	i	i	i
COc1cccc(C(=O)CSc2nnc(-c3cccs3)o2)c1	i	i	i	i	i	i	i	5	i	i	i
O=C(Cc1ccc(Cl)cc1)Nc1nc2ccccc2[nH]1	i	i	i	i	i	i	i	24	i	i	i
O=C1c2ccccc2C(=O)c2c(Nc3ccc(CCO)cc3)ccc(O)c21	i	i	i	i	i	i	i	83*	-5.2*	i	i
S=C(Nc1ccccc1Oc1ccccc1)NC1CCCC1	i	i	i	i	i	i	i	15	i	i	i
O=C(NNc1ccc(C2CCCCC2)cc1)C(O)(c1ccccc1)c1cccs1 (stereo not given)	i	i	i	i	i	i	i	33	i	i	i
CC(C)CC(=O)N/N=C/c1c(N)n(C)c(=O)n(C)c1=O	i	i	i	i	i	i	i	-4	i	i	i
CCOCc1cc(CN2CCC(n3nccc3NC(=O)C3CC3)CC2)ccc1OC	/	/	i	i	i	i	i	2	i	/	/
O=Cc1cnc(N2CCCCC2)s1	i	i	i	i	i	i	i	-6	i	i	i
COc1ccc(Oc2nc(-c3cccnc3)nc3ccccc23)cc1	i	i	i	i	i	i	i	1	i	i	i
CC1CCCCC1NC(=O)Cn1[nH]c(=O)c2ccccc2c1=O (stereo not given)	i	i	i	i	i	i	i	-1	i	i	i
COc1cc(-c2nnc(SCc3c(F)cccc3Cl)o2)cc(OC)c1OC	i	i	i	i	i	i	i	9	i	i	i
O=C(CNC(=O)c1ccco1)Nc1cccc(Cl)c1	i	i	i	i	i	i	i	-4	i	i	i
Cc1nnc(NC(=O)CSc2nc3ccccc3o2)s1	i	i	i	i	i	i	i	-5	i	i	i
CCCCn1c(=O)c(F)cn(Cc2ccc(OC)c([N+](=O)[O-])c2)c1=O	i	i	i	i	i	i	i	-1	i	i	i
O=C1NC(=O)/C(=C\c2ccc(O)cc2O)S1	i	i	i	i	i	i	i	16	i	i	i
Cc1nnsc1Sc1ccccc1C(=O)O	i	i	i	i	i	i	i	2	i	i	i
Cc1ccc(N(CC(=O)NC2CCCC2)C(=O)CCCC(=O)Nc2ccccn2)cc1C	i	i	i	i	i	i	i	-1	i	i	i
CCCn1c(=N)n(CC(=O)c2cccs2)c2ccccc21	i	-4.6*	i	i	i	i	i	0	i	i	i
Cc1cccc(C)c1NC(=O)c1cn(-c2ccccc2)nc1-c1ccccc1	i	i	i	i	i	i	i	0	i	i	i

Next part.
Structure	MrgX1 PAM	MrgX1 antagonist	TRPC6 activator	TRPC4 agonist	ANO1 activ	TRPC4 block	TRPC4 PAM	SKKanGAS inh	TRPC6 inhibitor	MrgX1 ag	ANO1 block
COC(=O)c1c(NC(=O)c2ccc(Br)s2)sc2c1CCC2	i	i	i	i	i	i	i	8	i	i	i
O=C1CC(N2CCN(CCc3ccccn3)CC2)C(=O)N1c1ccc(Cl)cc1 (stereo not given)	i	i	i	i	i	i	i	0	i	i	i
COC(=O)c1c(O)ccc(Oc2ccccc2)c1C(=O)OC	i	i	i	i	i	i	i	2	i	i	i
COc1ccc(S(=O)(=O)Nc2nc3ccccc3s2)cc1OC	i	i	i	i	i	i	i	2	i	i	i
Cc1ccccc1S(=O)(=O)Cc1ccc(C(=O)NCCc2ccccc2)o1	i	i	i	i	i	i	i	-4	i	i	i
CC1=C(C(=O)OCc2ccccc2)C(c2ccco2)n2ncnc2N1 (stereo not given)	i	i	i	i	i	i	i	-1	i	i	i
COc1cccc(CC2(CO)CCN(Cc3cnc(N4CCOCC4)s3)CC2)c1	i	i	i	i	i	i	i	-9	i	i	i

From PubChem
